Assay outcomes (PubChem)
12-LOX inh – ALOX12 (human) lipoxygenase inhibition. purified 12hLO, xylenol orange hydroperoxide absorbance. P18054. Potency, µM (series often up to 108 µM), without a hit: at the highest dose activity change, negative = inhibition, most hits filed as inhibitors. 1.1% of 580,000 active; active = well fitted inhibition curve with a large enough effect; inconclusive = small, poorly fitted or top-dose-only effect, or another doubt; inactive = no such curve, though single readings can be large or run the other way
Target sequence (P18054 whole entry, looked up): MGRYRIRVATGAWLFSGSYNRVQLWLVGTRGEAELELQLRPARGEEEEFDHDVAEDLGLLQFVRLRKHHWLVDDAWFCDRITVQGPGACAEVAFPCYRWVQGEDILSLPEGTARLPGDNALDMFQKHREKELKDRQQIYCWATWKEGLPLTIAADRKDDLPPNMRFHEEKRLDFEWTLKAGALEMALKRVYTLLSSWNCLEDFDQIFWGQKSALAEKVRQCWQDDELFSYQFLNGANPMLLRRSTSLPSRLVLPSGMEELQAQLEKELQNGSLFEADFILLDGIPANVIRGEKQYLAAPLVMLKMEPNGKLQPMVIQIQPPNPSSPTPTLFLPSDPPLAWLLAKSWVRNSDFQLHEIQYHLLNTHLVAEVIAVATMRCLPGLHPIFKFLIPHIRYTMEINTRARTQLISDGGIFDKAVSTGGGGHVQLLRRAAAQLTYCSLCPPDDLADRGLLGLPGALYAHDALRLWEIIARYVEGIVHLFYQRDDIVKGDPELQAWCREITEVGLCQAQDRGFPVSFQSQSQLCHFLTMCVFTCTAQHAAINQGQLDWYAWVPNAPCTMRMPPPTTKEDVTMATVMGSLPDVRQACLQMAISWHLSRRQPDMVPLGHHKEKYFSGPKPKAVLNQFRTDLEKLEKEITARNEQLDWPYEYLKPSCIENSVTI
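Purified human 12hLO (150 nM final) in 25 mM Hepes, 0.01% Triton X-100, pH 7.0 was preincubated 15 min at room temperature with compound. Then 40 uM arachidonic acid was added, 30 min. Hydroperoxide was read by Fe-XO absorbance ratio 573/405 nm.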
Active calls of the source: *; ? = inconclusive; [ ] = dose if it differs, or a comment. % is scaled to controls: 0 for no effect and ±100 for the full control effect; potency is read from the fitted curve at half-maximal effect. Only part of the results is shown, so the mix of outcomes need not match the whole.

SMILES	12-LOX inh
Cc1ccnc(SCCCn2c(Br)nc3c2c(=O)[nH]c(=O)n3C)n1	13%
CCOC(=O)C1=C(C)N=C2SC=C(CC(=O)N3CCOCC3)N2C1c1ccccc1OC (stereo not drawn)	-2%
CCOc1ccc2c(c1)CN(C(=O)CCc1ncc(-c3ccccc3)o1)CC2	-2%
CCn1c2c(c(=O)[nH]c1=O)C(c1ccccc1)C1=C(CC(C)(C)CC1=O)N2 (stereo not drawn)	54%[activator]
CCNC(=O)N1CCC(CCOC)(NS(=O)(=O)c2cccc3cccnc23)CC1	27%
O=C(C1CCOCC1)N1CCC(Oc2ccccc2)C1 (stereo not drawn)	-5%
COc1cc(OC)cc(C(=O)N[C@@H]2CN(C3CCOCC3)C[C@H]2CN(C)C)c1	15%
CC(=O)Nc1ccc(S(=O)(=O)N2CCC(NC(=O)CC3CCCC3)CC2)cc1	37%[activator]
CCCc1ncncc1C(=O)N1CCCC2(CC1)CNC(=O)O2 (stereo not drawn)	32%[activator]
Cc1cc(I)ccc1Nc1c(C(=O)NOCC2CC2)cc(F)c(F)c1F	0%
CC(Nc1ccc(S(N)(=O)=O)cc1[N+](=O)[O-])c1ccco1 (stereo not drawn)	?
CN1C[C@H](NC(=O)NC2(c3ccccc3)CCOCC2)CCC[C@@H](C(=O)NCc2cc(F)cc(F)c2)CC1=O	22µM*
O=C(NC(c1ccccc1)c1ccccc1)C(Sc1ccccc1)c1ccccc1 (stereo not drawn)	-2%
CCCC12CN3CC(C)(CN(C1)C3c1cc(Br)ccc1OCC)C2=O (stereo not drawn)	27%
FC(F)(F)c1cccc(NC2(c3nnnn3-c3ccccc3)CCCC2)c1	?
Cc1ncsc1CN(C)C1CCc2nn(C)c(=O)n2CC1 (stereo not drawn)	45%[activator]
CC(C)[C@H](NC(=O)C1CC1)C(=O)N1CCC[C@H]1C(=O)NCCc1ccccc1Cl	-9%
O=C(OCC(=O)C12CC3CC(CC(C3)C1)C2)c1c(F)cccc1F	-2%
COc1cccc(NC(=O)c2ccc3c(c2)NC(C)(COc2ccc4[nH]ccc4c2)CO3)c1 (stereo not drawn)	-14%
CCN1CCN(CCNC(=O)CC2CCN(C(=O)c3cc(OC)c(OC)c(OC)c3)CC2)CC1	-1%
COCCCNS(=O)(=O)c1cccc2cc(C)cnc12	?
O=C(c1ccc(Cn2nnc3ccccc32)cc1)N1CCN(S(=O)(=O)c2ccccc2)CC1	3%
O=C(c1ccc(C(F)(F)F)cc1)N1CCC2(CC1)CC(=O)N(c1ccccc1)c1ccccc1O2	-1%
Cc1ccc(CN2CCCOCCNC(=O)[C@@H]3CCCC[C@@H]32)o1	114%[activator]
COC(=O)CNC(=O)C12CC3CC(CC(C3)C1)C2	-2%
Clc1ccc(C2=Nn3c(nnc3-c3ccccn3)SC2)cc1	-11%
Cn1nc(C(=O)NCc2cnn(-c3ccccc3)c2)c2ccccc2c1=O	21%
O=C(O)C1=CC(/C=C/c2ccccc2)n2ncc(C(=O)Nc3ccc(F)cc3)c2N1 (stereo not drawn)	?
CC(CC(=O)Nc1ccc(F)cc1)(C(=O)O)c1ccccc1 (stereo not drawn)	10%
CN(C)CCn1c(=O)n(CCO)c(=O)c2c3c(sc21)COC(C)(C)C3	-13%
Cc1cccc2c1nc1n2[C@@H](CNC2CCN(C)CC2)COC1	74%[activator][176 µM]
Cc1cc2nc3n(c(=O)c2n1CC(=O)Nc1ccc2c(c1)OCO2)CCC3	25%
COC(=O)CNC(=O)N1CCCCCCn2c(nnc2-c2ccc(F)cc2)CC1	4%
COCCCNC(=O)c1c(C)noc1-c1cc(OC)cc(OC)c1	8%
O=C(NC12CC3CC(CC(C3)C1)C2)C1CCN(S(=O)(=O)Cc2ccccc2)CC1	-14%
CCOc1ccc(NC(=O)CC2CCCN(c3cnn(CCOC)c(=O)c3)C2)cc1 (stereo not drawn)	?

Copied from the list.
`CC(CC(=O)Nc1ccc(F)cc1)(C(=O)O)c1ccccc1` (stereo not drawn) in 12-LOX inh has 10%
`Cc1cccc2c1nc1n2[C@@H](CNC2CCN(C)CC2)COC1` in 12-LOX inh has 74%[activator][176 µM]
`Cn1nc(C(=O)NCc2cnn(-c3ccccc3)c2)c2ccccc2c1=O` in 12-LOX inh has 21%

Some of these compounds in order of the 12-LOX inh value, rising.
SMILES	12-LOX inh
COC(=O)CNC(=O)C12CC3CC(CC(C3)C1)C2	-2%
COCCCNC(=O)c1c(C)noc1-c1cc(OC)cc(OC)c1	8%
CC(CC(=O)Nc1ccc(F)cc1)(C(=O)O)c1ccccc1 (stereo not drawn)	10%

Fetched by compound from above:
SMILES	12-LOX inh
Clc1ccc(C2=Nn3c(nnc3-c3ccccn3)SC2)cc1	-11%
COC(=O)CNC(=O)C12CC3CC(CC(C3)C1)C2	-2%
CCOc1ccc(NC(=O)CC2CCCN(c3cnn(CCOC)c(=O)c3)C2)cc1 (stereo not drawn)	?
O=C(O)C1=CC(/C=C/c2ccccc2)n2ncc(C(=O)Nc3ccc(F)cc3)c2N1 (stereo not drawn)	?

(continued)
SMILES	12-LOX inh
CC(C)=CC1C(C(=O)Nc2ccccc2OC(F)(F)F)C1(C)C (stereo not drawn)	-39%
Cc1ccc(NC(=O)c2cc(Cl)cc(Cl)c2)nc1	4%
N#CCn1nc2n(c1=O)CCN(S(=O)(=O)c1ccc3c(c1)OCCO3)CC2	36%[activator]
Cc1cccc(OCCOC(=O)c2ccc3nccnc3c2)c1	21%
O=C1CC(c2noc(-c3cccc(F)c3)n2)CN1C1CCCCC1 (stereo not drawn)	5%
COCCn1c(-n2nc(C)cc2C)nc2c1c(=O)n(C)c(=O)n2C	0%
CC(NC(=O)CSc1nnc(N2CCOCC2)n1-c1ccccc1)c1cc2ccccc2o1 (stereo not drawn)	21%
CCCOC(=O)C(C)Oc1ccc2c(=O)c(-c3ccc(Cl)cc3)coc2c1 (stereo not drawn)	-18%
O=C(CSc1ccc(Cl)cc1)NNC(=O)C1CCCc2ccccc21 (stereo not drawn)	?
Cc1cccc(CSc2nc3ccncc3n2Cc2ccc(C(=O)NCCN(C)C)cc2)c1	7%
Cc1ccncc1C(=O)NCC(=O)N1CCCCCNC(=O)CC1c1ccccc1 (stereo not drawn)	40%[activator]
C#CCOc1ccc(C(=O)Nc2ccc3ccccc3c2)cc1	-1%
COC(=O)C1=C(C)N(C)C(C)=C(C(=O)OC)C1c1ccc(C(F)(F)F)cc1	7%
CCN1CCCC1CNC(=O)c1nc(-c2cccc3[nH]ccc23)no1 (stereo not drawn)	-21%
CC(NC(=O)CCCc1c[nH]c2ccccc12)c1ccncc1 (stereo not drawn)	48%
Cc1ccc(NC(=O)Cn2c(=O)c(-c3noc(C)n3)c3n(c2=O)CCCC3)c(Cl)c1	37%
Fc1ccc(C2Cn3nnc(-c4nc(-c5ccccc5F)no4)c3CO2)cc1 (stereo not drawn)	5%
CCN1CCN(c2ncc(C(=O)OC)c3ccccc23)CC1	-27%
Cc1ccc2c(=O)cc(C(=O)NCC(c3cccs3)N3CCCCCC3)oc2c1 (stereo not drawn)	?
COc1ccccc1CC(=O)N1CCC(Cc2nc(-c3ccccc3)no2)CC1	16%
CC1(C)CC(N2CCCCC2)=CC(=NCCCN2CCOCC2)C1	22µM*
CC(C)OCCCNC(=O)CCC1CCN(C(=O)c2ccccc2)CC1	16%
O=C(N/N=C/c1ccccc1[N+](=O)[O-])NC1CCCCC1	-5%
COCc1c(C(=O)NC2CCCCC2)cnn1-c1nccc(-c2ccccc2OC)n1	-16%
Cc1ccc(CNC(=O)N2CCC3(CC2)CC(C(=O)N2CCOCC2)N(C)C3)cc1 (stereo not drawn)	7%
O=C(NC1CCCCCC1)c1ccc2nccn2c1	67%[activator][176 µM]
Clc1cc(Cl)cc(CNCCN2CCCC2)c1	-71%
CN(C)c1ccc(CNC2(Cc3cc(-c4cccc(O)c4)on3)COC2)cc1	5%[176 µM]
O=C(CSc1nc(CN2CCOCC2)nc2ccccc12)N1CCN(Cc2ccccc2)CC1	-6%
O=C(NCc1ccc(OC(F)(F)F)cc1)c1n[nH]c(=O)c2ccccc12	7%
COc1ccc(C2CCCN2Cc2coc(-c3ccc(C)cc3C)n2)cc1 (stereo not drawn)	-10%
CN(C)CC(=O)N1CC[C@H]2COC(=O)N2c2ccccc2C1	18%[176 µM]
O=C(c1cc(C2CC2)nc2onc(C3CCNCC3)c12)N1CCC(F)CC1	2%[6.33 µM]
COc1cccc(CN2CCC3(CC2)CC(c2ccccc2)C(=O)N3C)c1 (stereo not drawn)	8%
O=C(C1CCOC1)N1CC(Oc2cccc(-c3nc(-c4ccccc4)no3)c2)C1 (stereo not drawn)	35%
Oc1ccc(CN2CCCCC2c2nc(CCOCC3CC3)no2)cc1 (stereo not drawn)	29%
Cc1nc2c(c(-c3ccc(O)cc3)n1)CN(C(=O)C(C)(C)C)CCC2	57%[activator][176 µM]
Cc1cccc(NC2=NC(c3cccnc3)n3c(nc(C)cc3=O)N2)c1 (stereo not drawn)	39%[activator]
O=C(c1cc(F)ccc1F)N1CCCN(CCc2ccccc2)c2ccccc21	11%
COc1ccc(C)cc1NC(=O)CNC(=O)CNc1ccc(F)c(NC(C)=O)c1	-14%
O=C(NC1CCN(C(=O)C2CC2)CC1)c1cc2cc(F)ccc2[nH]1	-21%
COCCCN1CC2(CCC1=O)CCN(C(=O)Nc1ccccc1F)CC2	-4%
O=C(Cn1nc2n(c1=O)CCCCC2)Nc1cccc(Cl)c1	65%[activator]
Cc1noc(-c2ccccc2Cl)c1C(=O)NCCCOC(C)C	30%
O=C(NCc1nc(-c2ncccn2)no1)C1CCCN(Cc2ccco2)C1 (stereo not drawn)	49%[activator]
CC(C)c1ccc(C(=O)N2CCC(n3c(=O)[nH]c4ccccc43)CC2)cc1	?
c1ccc(CCN2CCNc3cc(N4CCN(c5ccccn5)CC4)ncc3C2)cc1	38%[activator][176 µM]
Cc1ccccc1NC(=O)CCc1ccnc(N2CCCC2)c1	-11%
COc1ccccc1NS(=O)(=O)c1cc(-c2cnc(C)o2)ccc1C	0%
COCC[C@]1(O)CCN(C(=O)c2cccc(OCC(N)=O)c2)C[C@H]1C	76%[activator]
CC(C)c1cccc(NC(=O)c2cccc(CS(C)=O)c2)c1 (stereo not drawn)	16%
COCC(=O)N[C@H]1C[C@@H](Cc2cc(CN(C)C)on2)C1(C)C	19%[176 µM]
Cc1ccccc1CN1CC[C@H](c2nc3ccc(F)cc3[nH]2)C1	50%[activator][176 µM]
C=CCc1c(C)nc(Nc2nc(C)c3cccc(C)c3n2)[nH]c1=O	-15%
O=C(NCc1ccc(Cl)cc1)C1CCN(c2cc(C(F)(F)F)ncn2)CC1	3%
O=S(=O)(Cc1coc(-c2ccc(Cl)cc2)n1)CC1CCCO1 (stereo not drawn)	-26%
CCCn1c(=O)c2ccc(C(=O)NC(C)CC)cc2n2c(SCc3ccccc3)nnc12 (stereo not drawn)	23%
O=C(CC[C@H]1NC(=O)c2ccccc2NC1=O)NC1CCN(Cc2ccc(F)cc2)CC1	6%
O=C(CCCc1ccccc1)N1CCCC(c2nc(C3CCOCC3)no2)C1 (stereo not drawn)	19%
COc1ccc(-c2noc([C@@H]3CCCN3C(=O)CCCc3ccccc3)n2)cc1	4%

Laid out differently: entries from further up.
smiles,12-LOX inh
O=S(=O)(Cc1coc(-c2ccc(Cl)cc2)n1)CC1CCCO1 (stereo not drawn),-26%
O=C(CCCc1ccccc1)N1CCCC(c2nc(C3CCOCC3)no2)C1 (stereo not drawn),19%

The list goes on:
SMILES	12-LOX inh
Cc1cc(C)cc(NC(=O)CSc2ccc(S(=O)(=O)N3CCOCC3)cn2)c1	?
CC(=O)C1=C(O)C=C2Oc3c(C(C)=O)c(O)c(C)c(O)c3C2(C)C1=O (stereo not drawn)	?
CCCCc1ccc(C(=O)NC(Cc2ccccc2)C(=O)O)cc1 (stereo not drawn)	9%
C=C1C[C@@]2(C)CCCC3=CC(=O)C=C[C@@]32c2ccc(OC)c(OC)c21	-8%
CCC(CC)C(=O)NC[C@@H]1C=C(C)[C@H](Cc2nc3ccc(F)cc3[nH]2)C[C@H]1C(C)C	27%[176 µM]
CCC1(c2ccccc2)NC(=O)N(NC(=O)c2nn(-c3ccccc3)c(=O)c3ccccc23)C1=O (stereo not drawn)	26%
COc1cccc(NC(=O)Cc2cnc(-n3cccc3)s2)c1	81%[activator]
CS(=O)(=O)N1CC(C(=O)NCCc2ccncc2)C2(CCOCC2)C1 (stereo not drawn)	26%
O=C1Nc2ccccc2CC12CCN(CC1CC1)C2 (stereo not drawn)	68%[activator][176 µM]
CC(=O)N1CC2(CCN(CC3CCCCC3)C2)Cc2ccccc21 (stereo not drawn)	-1%[6.33 µM]
Cc1ccc(NC(=O)N2CCC(CCNC(=O)C3CC3)CC2)cc1	37%[activator]
Cc1ccc(S(=O)(=O)Nc2ccc(C)n(CC(=O)Nc3cccc(C)c3C)c2=O)cc1	-1%
COCc1ccccc1-c1nccc2c(=O)cc(-c3cnn(C)c3)oc12	?
COc1ccc(-c2nc(CSCC(=O)NCc3cccnc3)c(C)o2)cc1OC	27%
Cc1nc2nc(C)c(C)nc2nc1C	-19%
COc1ccc(C(=O)N2CCC(Cc3nc(-c4ccc(F)cc4)no3)CC2)c(OC)n1	2%
COc1ccc(-c2cc(C(=O)O)no2)cc1OC	?
